Pf gamet viab = inhibitors of late stage P. falciparum gametocyte viability. inhibition, % at 10.9 µM. 0.065% of 150,000 active. P. falciparum stage V gametocytes, ATP luminescence, 24 h;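 active = inhibition above the mean plus 3 SD of compounds within the control limits, set per campaign, cut at about 38% in these data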;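 note: 0% = DMSO wells and 100% = medium only without gametocytes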
Avidin bead fluor = avidin bead compound fluorescence profile. Avidin beads, compound fluorescence 488/530 nm, flow cytometry; hits give high values. fluorescence (KMESF) at 10 µM. 0.38% of 220,000 active; in the data active = fluorescence above about 47; note: inactives centre near 10
* = called active by the depositor. Not all compounds are listed (hit frequency here may not be typical).

SMILES	Pf gamet viab	Avidin bead fluor
O=S(=O)(Nc1nc2ccccc2s1)c1cnc(Cl)c(Br)c1	13.6	6
Cn1c(=O)[nH]c(=O)c2c1nc(N/N=C/c1cccnc1)n2Cc1ccc(Cl)cc1	11.3	7
COc1cc(C(=O)NCC(=O)N/N=C/c2c(C)[nH]c3ccccc23)cc(OC)c1OC	-10.3	7
C=CCn1cc(C(=O)c2cc(Br)ccc2O)cc(C#N)c1=O	-7.6	8
NNC(=O)c1cccc(S(=O)(=O)Nc2cc(Cl)ccc2Cl)c1	-12.0	4
COc1ccc(CCNCC(O)COc2cccc(Br)c2)cc1OC (stereo not drawn)	14.3	7
CCOC(=O)c1ccc(Oc2cc(C)nc(Cl)n2)cc1	16.6	5
CC1CC(C)CN(C(=O)C(Cc2ccccc2)n2cccc2)C1 (stereo not drawn)	9.2	6
O=S(=O)(c1cccs1)N1CCN(c2ccnc3cc(Cl)ccc23)CC1	5.7	6
CCOC(=O)C(=CNc1ccc(-c2ccco2)c(Cl)c1)C(=O)OCC	-8.6	5
S=C(c1ccc2c(c1)OCO2)N1CCOCC1	-1.1	7
O=c1cc(-c2ccccc2Cl)oc2c(NS(=O)(=O)c3cccc4nsnc34)ccc(O)c12	-7.3	15
CCOc1ccc(NC(=S)NCc2cccnc2)cc1	6.8	3
C=CCSc1cc(C)nc2c(-c3ccccc3)c(C)nn12	-13.3	3
O=[N+]([O-])c1ccc(-c2nn(-c3ccccc3)cc2/C=N/n2c(-c3cccs3)n[nH]c2=S)cc1	-0.8	5
O=S(=O)(c1cnc(Cl)c(Cl)c1)N1CCN(c2ncccn2)CC1	-2.8	8
COc1ccccc1-c1c(C)nn2c(N3CCC(C)CC3)cc(C)nc12	3.2	0
CCOc1ccc2nc(COC(=O)c3cccc([N+](=O)[O-])c3)c(C(C)=O)[n+]([O-])c2c1	4.6	20
CCOC(=O)c1cnc2c(c(C)nn2C)c1Oc1cc(Cl)cc(Cl)c1	10.2	8
N#C/C(=C\c1ccc(OCc2cccc(C(=O)O)c2)cc1)C(=O)NCc1ccco1	-11.0	7
Cc1cc(C)cc(NC(=O)N2CCCN(c3c(Cl)cncc3Cl)CC2)c1	9.5	3
COC(=O)c1cc(OC)nc(OC)c1	13.9	6
COc1ccc(NS(=O)(=O)c2cn(C)c(=O)n(C)c2=O)c(OC)c1	-16.1	7
O=C1NC[C@@H](Cc2ccc(O)cc2)N(CC2CCCCC2)C1=O	-67.9	26
COc1ccc(CNCCC2(C(C)C)CCOC(C)(C)C2)cc1 (stereo not drawn)	-9.1	8
CCc1ccc(C(=O)Cn2cnc3cc([N+](=O)[O-])ccc3c2=O)cc1	-8.7	7
CCOC(=O)C1(Cc2ccccc2C(F)(F)F)CCN(Cc2ccon2)CC1	6.1	6
c1ccc2c(c1)CCc1c-2nc2ccccc2c1N1CCOCC1	15.8	3
Cc1cccc(COc2ccc(/C=N/NC(=O)c3nnn(-c4nonc4N)c3COc3ccc(F)cc3)cc2)c1	14.8	8
O=c1/c(=C\c2cccc(O)c2)sc2nc(-c3ccccc3)c(-c3ccccc3)n12	17.7	7
Cc1cc(-c2nc(C)c(-c3nnc(SCC(=O)Nc4ccc(Cl)cc4)n3C)s2)no1	-5.8	9
O=C1CCC(=O)N1CCSC(=S)N1CCOCC1	-7.9	4
COCc1cc(=O)[nH]c2c1c(-c1ccccc1)nn2C	16.4	8
C/C(=N\NC(=O)Cn1cc([N+](=O)[O-])cn1)c1ccc(O)cc1	-2.0	8
O=C1CCC(C(=O)OCc2cc(=O)oc3ccc4ccccc4c23)=NN1	-10.8	3
COc1cc(/C=C2\SC(=S)N(NC(=O)c3cccnc3)C2=O)ccc1O	-13.7	8
O=C(O)CCn1c(=S)n(CCC(=O)O)c2ccccc21	-12.6	11
Cc1cc(N2CCCCC2C)nc(-c2ccccc2O)n1 (stereo not drawn)	-52.2	7
CN(CCc1ccccn1)C(=O)Nc1cccc(Cl)c1	1.1	6
Cc1ccc(NS(=O)(=O)c2ccc(N/N=C/c3ccccc3OCC(=O)O)c([N+](=O)[O-])c2)c(C)c1	-14.2	14
Cc1cc2nc3c(=O)n(Cc4ccccc4)c(=O)[nH]c3nc2cc1N	4.3	9
CCCCCC(=O)Nc1cccc(C2=NOC3(C2)C[C@H](C(N)=O)N(C(=O)CCCCC)C3)c1 (stereo partly drawn)	7.0	10
COc1ccc(C2c3ccc(O)cc3Oc3ncn4nc(-c5ccco5)nc4c32)cc1OC (stereo not drawn)	-6.2	7
O=C(NNC(=O)c1ccc[nH]1)Nc1cc(Cl)cc(Cl)c1	-5.4	6
COC(=O)c1scc2c(=O)cc(C(F)(F)F)[nH]c12	-16.3	7
CC(=O)N1N=C(c2c(-c3ccccc3)c3cc(Br)ccc3[nH]c2=O)CC1c1ccco1 (stereo not drawn)	21.3	6
COc1ccc(CCNC(=O)Cc2ccc([N+](=O)[O-])cc2)cc1OC	16.0	3
CC(=O)/C=C(\C)N=Nc1c(O)[nH]c2ccccc12	12.5	11
Cc1[nH][nH]c(=O)c1N=Nc1ccccc1Cl	-0.4	7
CC(C)OP(=O)(OC(C)C)C(Nc1ccc(C(=O)O)cc1)c1ccccc1 (stereo not drawn)	-4.9	8
O=C(NC1CC1)C1=C[C@H](c2c[nH]c3ccccc23)C[C@H](OCCCCO)O1	-28.5	8
Cn1cccc1/C=C1\SC(=S)N(NC(=O)c2ccccc2O)C1=O	10.3	9
Cc1nc(/C(N)=N/OC(=O)c2ccc(Cl)cc2)c(C(F)(F)F)o1	-6.3	6
O=C(CSc1nnc(-c2ccco2)o1)c1ccc([N+](=O)[O-])cc1	0.9	7
Cn1c(O)c(/C=C2\C=NN=C2c2ccccc2)sc1=S	5.0	3
COCCNC(=S)N/N=C/c1ccc([N+](=O)[O-])cc1	15.9	7
CC1(CCc2ccccc2)NC(=O)N(CC(=O)N2CC(=O)Nc3ccccc32)C1=O (stereo not drawn)	-3.6	8
Cc1ccc(S(=O)(=O)NNC(=S)Nc2cccc(C)c2C)cc1	20.8	8
Cn1nccc1NC(=O)Nc1cccc(Cl)c1	-6.7	8
COc1ccccc1NC(=O)/C=C/c1cc([N+](=O)[O-])ccc1OC(F)F	-15.7	7

4 records drawn at random from the list so far:
SMILES	Pf gamet viab	Avidin bead fluor
CC(C)OP(=O)(OC(C)C)C(Nc1ccc(C(=O)O)cc1)c1ccccc1 (stereo not drawn)	-4.9	8
Cc1[nH][nH]c(=O)c1N=Nc1ccccc1Cl	-0.4	7
CC(=O)/C=C(\C)N=Nc1c(O)[nH]c2ccccc12	12.5	11
COc1ccc(CCNC(=O)Cc2ccc([N+](=O)[O-])cc2)cc1OC	16.0	3

The list continues.
SMILES	Pf gamet viab	Avidin bead fluor
COc1ccc(C(=O)N=c2sc3c(C)ccc(OC)c3n2C)cc1OC	-13.0	5
Cn1nc(C(C)(C)C)c([N+](=O)[O-])c1C(=O)Nc1ccc(Br)cc1	8.6	9
CC(C)(CC(=O)O)CC(=O)NNc1ncccc1C#N	8.6	7
CC(C)CNC(=O)NC(=O)COC(=O)COc1ccc(Cl)cc1Cl	8.5	9
COC(=O)c1ccc(Cn2cc(Cl)cn2)o1	-6.4	3
O=C(/C=C/c1ccco1)Nc1cccc(C(=O)Nc2ccccc2C(=O)O)c1	10.8	7
N[C@@H](Cc1ccccc1)c1nnc(SC/C=C/c2ccccc2)o1	2.0	8
COc1nc(SCC(=O)Nc2ccccc2Cl)nc(N(C)C)n1	3.5	5
CCCCCCC(=O)N1CCCC(c2nc(-c3cccc(OC)c3)no2)C1 (stereo not drawn)	-4.9	9
FC(F)(F)c1ccc(CN2C[C@@H]3C(c4ccccc4)C4(c5cccnc5)CC3(C4)[C@H]2c2ccccc2)cc1 (stereo partly drawn)	13.7	8
CC(=O)Nc1nnc(CSCc2ccccc2F)s1	24.1	6
CCOC(=O)c1ccc(NC(=S)NCCc2ccc(OC)c(OC)c2)cc1	-2.2	8
CN(CC(=O)Nc1cccc(F)c1)CC(=O)Nc1cccc(S(N)(=O)=O)c1	18.7	8
CCCSc1nc2c(c(=O)[nH]c(=O)n2C)n1CC(O)COc1ccccc1 (stereo not drawn)	-9.4	6
CCCNC(=O)c1ccc2c(=O)c(O)c(-c3cccc(Br)c3)[nH]c2c1	18.9	9
CCN(CC)CCn1c(-c2ccc(C)cc2)nc(=S)c2c1CC(C)(C)OC2	-7.6	6
CCN(CC)c1ccc(N)cc1S(=O)(=O)Nc1ccc(OC)cc1	-4.1	8
COc1ccc(-c2nc(=S)c3c(n2Cc2cccnc2)CC(C)(C)OC3)cc1	7.0	7

Of the compounds above, 19 contain a Cl atom.
SMILES	Pf gamet viab	Avidin bead fluor
O=S(=O)(Nc1nc2ccccc2s1)c1cnc(Cl)c(Br)c1	13.6	6
Cn1c(=O)[nH]c(=O)c2c1nc(N/N=C/c1cccnc1)n2Cc1ccc(Cl)cc1	11.3	7
NNC(=O)c1cccc(S(=O)(=O)Nc2cc(Cl)ccc2Cl)c1	-12.0	4
CCOC(=O)c1ccc(Oc2cc(C)nc(Cl)n2)cc1	16.6	5
O=S(=O)(c1cccs1)N1CCN(c2ccnc3cc(Cl)ccc23)CC1	5.7	6
CCOC(=O)C(=CNc1ccc(-c2ccco2)c(Cl)c1)C(=O)OCC	-8.6	5
O=c1cc(-c2ccccc2Cl)oc2c(NS(=O)(=O)c3cccc4nsnc34)ccc(O)c12	-7.3	15
O=S(=O)(c1cnc(Cl)c(Cl)c1)N1CCN(c2ncccn2)CC1	-2.8	8
CCOC(=O)c1cnc2c(c(C)nn2C)c1Oc1cc(Cl)cc(Cl)c1	10.2	8
Cc1cc(C)cc(NC(=O)N2CCCN(c3c(Cl)cncc3Cl)CC2)c1	9.5	3
Cc1cc(-c2nc(C)c(-c3nnc(SCC(=O)Nc4ccc(Cl)cc4)n3C)s2)no1	-5.8	9
CN(CCc1ccccn1)C(=O)Nc1cccc(Cl)c1	1.1	6
O=C(NNC(=O)c1ccc[nH]1)Nc1cc(Cl)cc(Cl)c1	-5.4	6
Cc1[nH][nH]c(=O)c1N=Nc1ccccc1Cl	-0.4	7
Cc1nc(/C(N)=N/OC(=O)c2ccc(Cl)cc2)c(C(F)(F)F)o1	-6.3	6
Cn1nccc1NC(=O)Nc1cccc(Cl)c1	-6.7	8
CC(C)CNC(=O)NC(=O)COC(=O)COc1ccc(Cl)cc1Cl	8.5	9
COC(=O)c1ccc(Cn2cc(Cl)cn2)o1	-6.4	3
COc1nc(SCC(=O)Nc2ccccc2Cl)nc(N(C)C)n1	3.5	5

From PubChem
